Assay outcomes deposited in PubChem BioAssay by several laboratories.
Diaph act CS: counter-screen for diaphorase-based assays: diaphorase activators and chemical reducers; 190,000 tested, 0.005% active; Diaphorase/resazurin coupled assay, resorufin fluorescence, 16 min; active compounds read high; 1 = vehicle wells, 0 = NADH-free wells; activation factor at 20 µM;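 active = diaphorase activity raised at least twofold by the compound at 20 µM; inactive = activation factor below 2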
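Assay system: Purified diaphorase enzyme from Clostridium kluyveri | Amount: Enzyme 0.07 U/mL final | Dosing: Compound 20 µM once, DMSO 1% | Timing: 16 min reaction at room temperature | Detection: Fluorescence, excitation 544 nm and emission 590 nm | Evaluation: Higher resorufin formation from activation or reduction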
Diaphorase inh: inhibits diaphorase or chemically oxidizes, flagging diaphorase assay artifacts | 190,000 tested, 0.69% active | inhibition, % at 20 µM | diaphorase resazurin-to-resorufin fluorescence, NADH, 16 min; bacterial (C. kluyveri) enzyme, not human;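 active = primary screen inhibition at 20 µM above a set limit, cut at about 50% in these data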;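 also: plate controls were DMSO with full reaction for no effect and wells lacking NADH for full effect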
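Assay system – diaphorase enzyme from Clostridium kluyveri · Amount – diaphorase 0.14 U/mL (working solution) · Times – reaction incubation of 16 min at room temperature · Controls – No-NADH positive control and DMSO neutral control · Signal – resorufin fluorescence 544/590 nm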
STAT3 inh: inhibitors of IL-6 induced STAT3 signaling | U3A cells, IL-6 STAT3-luciferase reporter, luminescence; host cell line lacks STAT1 | inhibition, % at 5.5 µM | 190,000 tested, 0.89% active | AID 862;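 active = inhibition above the mean inhibition across all screened compounds plus 3 SD, cut at about 44% in these data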;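 also: 0% = DMSO only wells and 100% = 100 µM nifuroxazide control wells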
STAT1 activator: STAT1 signaling activation | NIH 3T3 STAT1-luciferase reporter, IFN-gamma, luminescence; 100% = IFN-gamma alone, no compound | 200,000 tested, 2.6% active | activation (% of control), % at 5.5 µM;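 active = activation above the screen-wide mean activation plus 3 SD, cut at about 130% in these data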;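 also: raw ratio to IFN-gamma control signal so 100% means no change and 0% no light; values of inactives mirror those of a sister screen read the other way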
TLR4-MyD88 BLA: inhibitors of human TLR4-MyD88 binding | O00206+Q99836 | HeLa CL3-4 TLR4/MyD88 BLA complementation, FRET ratio | inhibition, % at 8.4 µM | 200,000 tested, 0.18% active; in the data active = inhibition above about 25%;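 also: 0% = vehicle and 100% = reference inhibitor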
Target sequence (O00206 whole entry, looked up): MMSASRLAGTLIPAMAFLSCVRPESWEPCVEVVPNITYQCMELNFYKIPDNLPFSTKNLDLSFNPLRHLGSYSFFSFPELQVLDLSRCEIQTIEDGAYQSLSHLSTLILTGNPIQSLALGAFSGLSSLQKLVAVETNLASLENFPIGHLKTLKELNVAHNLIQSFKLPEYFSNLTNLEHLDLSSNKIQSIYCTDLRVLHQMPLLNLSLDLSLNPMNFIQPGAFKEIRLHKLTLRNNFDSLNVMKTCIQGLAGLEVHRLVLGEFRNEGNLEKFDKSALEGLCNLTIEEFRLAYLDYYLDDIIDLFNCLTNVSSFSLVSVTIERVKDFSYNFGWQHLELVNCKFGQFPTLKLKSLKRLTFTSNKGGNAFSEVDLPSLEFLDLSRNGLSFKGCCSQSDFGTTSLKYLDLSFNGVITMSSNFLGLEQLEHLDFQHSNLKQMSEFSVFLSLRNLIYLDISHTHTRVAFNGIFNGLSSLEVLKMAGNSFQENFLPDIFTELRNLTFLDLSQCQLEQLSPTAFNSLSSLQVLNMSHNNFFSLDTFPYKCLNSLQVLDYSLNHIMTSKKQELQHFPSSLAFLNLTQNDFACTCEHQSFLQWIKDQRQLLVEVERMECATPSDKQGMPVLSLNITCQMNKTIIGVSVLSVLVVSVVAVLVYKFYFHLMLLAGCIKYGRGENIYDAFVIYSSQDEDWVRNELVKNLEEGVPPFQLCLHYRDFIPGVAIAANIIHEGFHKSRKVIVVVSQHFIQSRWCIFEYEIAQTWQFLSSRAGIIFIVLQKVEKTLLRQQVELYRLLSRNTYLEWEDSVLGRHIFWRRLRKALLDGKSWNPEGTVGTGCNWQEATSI
Target sequence (Q99836 whole entry, looked up): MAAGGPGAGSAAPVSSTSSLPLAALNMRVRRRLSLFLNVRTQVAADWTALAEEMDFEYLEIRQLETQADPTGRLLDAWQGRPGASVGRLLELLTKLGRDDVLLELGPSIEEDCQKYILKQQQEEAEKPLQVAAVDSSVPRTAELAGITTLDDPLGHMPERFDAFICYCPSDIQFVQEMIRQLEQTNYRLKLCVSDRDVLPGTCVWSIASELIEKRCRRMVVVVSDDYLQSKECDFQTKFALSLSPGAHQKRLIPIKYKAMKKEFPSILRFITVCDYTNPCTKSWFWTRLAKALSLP
Hsp70 act: transcriptional activators of Hsp70 | HeLa Hsp70 promoter luciferase reporter, luminescence; scaled: vehicle 0, proteasome-inhibitor control 100% | activation, % at 10 µM | 200,000 tested, 0.04% active | AID 1203;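 active = activation above the mean across all tested compounds plus 3 SD, cutoff set per campaign, cut at about 5.5% in these data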;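 also: 100% = MG132 at 30 µM as the positive control and 0% = DMSO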
G6PDH counter: L. mesenteroides G6PDH inhibition counter-screen. Purified L. mesenteroides G6PDH, diaphorase/resazurin coupled fluorescence, 45 min. inhibition, % at 5 µM. 200,000 tested, 0.12% active. AID 1020; in the data active = inhibition above about 50%
APP transl inh: APP translation inhibition; SH-SY5Y APP 5'UTR-luciferase reporter, luminescence; inhibition, % at 2 µM; 190,000 tested, 0.82% active; AID 1285;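 active = inhibition above a set limit, derived from the sample mean plus 3 SD, cut at about 45% in these data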; also: values of inactives mirror those of a sister screen read the other way
STAT1 inh: inhibitors of IFN-gamma induced STAT1 signaling; NIH 3T3 STAT1-luciferase reporter, luminescence; 200,000 tested, 0.35% active; AID 920; inhibition, % at 5.5 µM;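 active = inhibition above a set limit, the mean inhibition across all tested compounds plus 3 SD, cut at about 34% in these data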;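 also: 0% = IFN-gamma with DMSO and 100% = IFN-gamma with 300 µM nifuroxazide; values of inactives mirror those of a sister screen read the other way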
STAT3 act: STAT3 signaling activation | U3A cells, IL-6 STAT3-luciferase reporter, luminescence; 100% = signal with IL-6 EC80 alone | activation (% of control), % at 5.6 µM | 190,000 tested, 0.91% active;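 active = activation above the screen-wide mean of compound activation plus 3 SD, cut at about 130% in these data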;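 also: 0% = background luminescence of wells with medium and substrate only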
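Material: human U3A cells carrying STAT3-luciferase construct. Measured by: reporter luminescence signal. Timing: compound 1 h, then IL-6 6 h at 37 °C.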
Active calls of the source: *.

A first look, two compounds:
Every second line gives: Diaph act CS | Diaphorase inh | STAT3 inh | STAT1 activator | TLR4-MyD88 BLA | Hsp70 act | G6PDH counter | APP transl inh | STAT1 inh | STAT3 act
COc1ccc(C2C(C(=O)OCC(=O)NC(C)(C)C)CCC(=O)N2c2ccc(C)cc2)cc1OC (centres undefined)
→ 0.9 | 6.2 | -9.2 | 97.4 | -3.3 | 0.0 | 2.0 | 2.5 | 2.8 | 104.9
O=C1/C(=C/c2ccc(F)c(F)c2)CSc2sccc21
→ 0.9 | 6.6 | -4.3 | 97.7 | 5.8 | -0.3 | -2.1 | 5.4 | 1.0 | 103.5

This part in full, from the start:
Every second line gives: Diaph act CS | Diaphorase inh | STAT3 inh | STAT1 activator | TLR4-MyD88 BLA | Hsp70 act | G6PDH counter | APP transl inh | STAT1 inh | STAT3 act
COc1ccc(C2C(C(=O)OCC(=O)NC(C)(C)C)CCC(=O)N2c2ccc(C)cc2)cc1OC (centres undefined)
→ 0.9 | 6.2 | -9.2 | 97.4 | -3.3 | 0.0 | 2.0 | 2.5 | 2.8 | 104.9
O=C1/C(=C/c2ccc(F)c(F)c2)CSc2sccc21
→ 0.9 | 6.6 | -4.3 | 97.7 | 5.8 | -0.3 | -2.1 | 5.4 | 1.0 | 103.5
Cc1ccc2cc(CN(Cc3cccs3)C(=O)c3ccco3)c3nnnn3c2c1C
→ 0.9 | 5.0 | 0.6 | 99.7 | 7.2 | -0.2 | -25.7 | 7.0 | 2.6 | 97.6
Cc1occc1-c1nnc(SCC(=O)c2ccccc2)n1CC1CCCO1 (centres undefined)
→ 1 | -2.8 | 5.4 | 97.6 | -3.2 | -0.2 | -1.5 | -3.5 | 2.6 | 100.8
O=C1CCCc2ccccc2N1Cc1ccc(Cl)cc1Cl
→ 0.9 | 12.0 | 12.7 | 97.7 | 8.7 | -0.5 | -16.5 | -11.3 | 2.5 | 94.2
Cc1ccc(S(=O)(=O)N2CCOCC2)cc1C(=O)Nc1cccc(S(=O)(=O)N2CCCC2)c1
→ 0.7 | 27.4 | -5.4 | 96.1 | 5.4 | -0.2 | -3.8 | 5.5 | 1.8 | 105.5
Cc1ccc2nc(C(C)O)[nH]c2c1 (centres undefined)
→ 1 | 1.5 | 6.9 | 92.4 | -15.1 | -0.1 | 14.0 | 2.2 | 8.4 | 97.9
COc1cccc(NC(=O)Cn2nc(Cc3cccnc3)c3ccccc3c2=O)c1
→ 0.9 | 11.3 | 5.6 | 92.6 | 2.5 | -0.5 | -1.3 | 4.1 | 8.2 | 99.4
C=CCNC(=O)C1CC=CCC1C(=O)O (centres undefined)
→ 0.9 | 10.8 | 8.1 | 104.6 | 1.3 | -0.5 | 1.5 | 3.9 | 2.0 | 94.2
O=C(c1cnn2c(C(F)F)cc(-c3ccccc3)nc12)N1CCN2CCCC2C1 (centres undefined)
→ 0.8 | 16.4 | 2.3 | 102.9 | -7.0 | 0.5 | 4.2 | -2.1 | -3.2 | 100.3
CCOC(=O)C1=C(c2ccccc2)NC(=S)NC1c1cccc([N+](=O)[O-])c1 (centres undefined)
→ 0.9 | 9.1 | -9.3 | 103.0 | 4.1 | -0.4 | -3.7 | -10.1 | -3.3 | 106.5
CCN(C(=O)CSc1nnc(-c2ccncc2)n1C)C1CCS(=O)(=O)C1 (centres undefined)
→ 1.1 | -6.5 | -6.7 | 108.2 | 3.3 | -0.1 | 14.5 | -17.9 | -8.8 | 102.9
O=c1cc(-c2ccc([N+](=O)[O-])cc2)nc2cc(-c3ccc(Cl)cc3)[nH]n12
→ 0.9 | 6.8 | 3.1 | 94.3 | -1.0 | -0.4 | 6.2 | -26.3 | 6.2 | 96.8
COc1ccc(-c2nn(-c3ccccc3)cc2/C=N/Nc2ccccn2)cc1
→ 1.1 | -7.8 | 6.0 | 103.5 | 9.8 | -0.2 | 2.0 | 9.4 | -3.1 | 96.8
COCCn1nnnc1CN1CCC(O)(c2cccc(C(F)(F)F)c2)CC1
→ 1 | -4.3 | -12.1 | 94.6 | 0.3 | 0.0 | 1.0 | 2.8 | 7.1 | 113.8
O=C(CN(C(=O)CNC(=O)c1ccco1)c1ccc(Cl)c(Cl)c1)NC1CCCCC1
→ 0.9 | 5.6 | 9.8 | 103.5 | 1.1 | -0.4 | -2.9 | 9.2 | -3.8 | 99.1
Cc1ccc(CN(C(=O)Cc2cccs2)C(C(=O)NC2CCCC2)c2ccncc2)cc1 (centres undefined)
→ 0.9 | 13.8 | -3.5 | 100.5 | -1.9 | 0.1 | -1.5 | -22.7 | -0.6 | 106.5
O=C(NC1(C(F)(F)F)OCCO1)c1ccc(F)cc1
→ 0.9 | 10.4 | 6.1 | 102.3 | -15.1 | 0.0 | 11.8 | 8.9 | -2.2 | 102.1
CN1C(=O)S/C(=C\c2ccc(-n3cncn3)cc2)C1=O
→ 0.8 | 16.2 | 13.0 | 105.4 | -4.2 | -0.3 | 10.1 | -6.3 | -8.3 | 93.2
N#Cc1c(SCC(=O)OCc2ccccc2)nsc1SCC(=O)OCc1ccccc1
→ 0.9 | 14.3 | -2.7 | 96.6 | 13.7 | -0.1 | 14.7 | 1.0 | 3.7 | 106.3
COc1cccc(-c2nc(-c3ccccn3)no2)c1
→ 0.9 | 7.2 | 94.6* | 45.7 | -6.7 | -0.6 | 4.1 | -35.3 | 59.5* | 19.1
COc1ccc(N2CCN(CCNC(=O)Nc3ccc(Cl)cc3)CC2)cc1
→ 1.1 | -7.7 | 16.5 | 100.0 | 4.0 | -0.3 | 8.6 | 4.3 | 3.4 | 87.1
CN(C)CCSc1nnc2sc3ccccc3n12
→ 1 | 2.2 | -2.2 | 106.9 | -6.5 | -0.2 | 0.8 | 12.5 | -7.5 | 102.7
COc1ccc(OC)c(NS(=O)(=O)c2cc(OC)ccc2OC)c1
→ 0.9 | 11.7 | 4.9 | 95.7 | 5.2 | -0.5 | 9.7 | 2.8 | 4.7 | 95.5
CCOc1ccc(NS(=O)(=O)c2ccc(SC)cc2)cc1
→ 0.8 | 20.7 | 12.3 | 89.4 | 1.8 | -0.4 | -2.3 | -17.3 | 11.5 | 92.0
COc1ccccc1CN(CC(=O)NCc1ccc2c(c1)OCO2)C(=O)c1ccc2c(c1)OCCO2
→ 0.8 | 24.9 | -6.3 | 90.7 | 12.0 | 0.0 | 5.8 | -1.2 | 10.2 | 108.5
N=c1c(C(=O)NCc2ccco2)cc2c(=O)n3ccccc3nc2n1Cc1ccc(Cl)cc1
→ 0.9 | 11.2 | -3.1 | 91.9 | 13.4 | 1.1 | -2.8 | 9.7 | 8.8 | 105.0
Cc1c(/C=N\NC(=O)C2COc3ccccc3O2)c2ccccc2n1C (centres undefined)
→ 0.9 | 6.2 | -53.3 | 94.8 | 0.1 | 0.1 | -21.3 | 91.4* | 5.8 | 139.1*
CSc1ccccc1NC(=O)COc1ccccc1Cl
→ 0.9 | 7.6 | 8.3 | 101.4 | 6.5 | -0.3 | 9.0 | -2.2 | -1.6 | 95.5
COCCCNC(=S)Nc1cccc(S(=O)(=O)NC2=NCCC2)c1
→ 1 | -4.2 | 0.9 | 100.3 | -14.6 | -0.2 | 6.5 | -3.1 | -1.1 | 101.3
CC(=O)Nc1cccc(OCC(=O)NS(=O)(=O)c2ccc(Cl)cc2)c1
→ 0.8 | 19.0 | 5.9 | 105.0 | 6.9 | -0.5 | 4.1 | -12.2 | -5.5 | 98.7
CC1(C(=O)Nc2nnc(SCc3ccccc3)s2)Cc2ccccc2C(=O)O1 (centres undefined)
→ 0.8 | 16.3 | 7.9 | 104.3 | 3.1 | -0.1 | 13.2 | 4.4 | -4.6 | 98.2
COc1ccc(C(=O)NCC2(c3ccccc3)CCOCC2)cc1[N+](=O)[O-]
→ 0.9 | 8.8 | 1.3 | 98.7 | -11.6 | -0.4 | -7.1 | 3.9 | 3.7 | 97.0
CC(C)C(OC(=O)c1cccc(S(=O)(=O)NCC(F)(F)F)c1)C(=O)NC(N)=O (centres undefined)
→ 1.1 | -15.0 | -4.8 | 98.0 | -2.2 | -0.2 | 5.5 | 19.2 | 2.8 | 104.4
Cc1ccc(N=C(NOCc2ccc(Cl)cc2Cl)c2nonc2N)c(C)c1
→ 0.8 | 20.5 | -1.1 | 98.5 | 8.0 | -0.2 | 0.8 | -2.7 | 1.6 | 98.4
CC1CCN(CC(=O)N2c3ccccc3CCc3ccccc32)CC1
→ 0.9 | 7.6 | 6.9 | 100.0 | -10.1 | -0.5 | 1.7 | -5.5 | 0.0 | 93.7
O=C(Nc1nnc(-c2ccccc2F)s1)Nc1ccccc1F
→ 1.1 | -8.6 | 19.1 | 108.9 | -16.7 | -0.2 | 9.5 | -63.8 | -11.1 | 88.1
COc1cc(/C=N/NC(=O)CCn2c3ccccc3c3ccccc32)cc(OC)c1OC
→ 0.8 | 15.2 | -0.6 | 102.2 | -6.5 | -0.5 | -25.4 | -9.4 | -2.4 | 96.3
CSc1cccc(NC(=O)CSc2ccccc2)c1
→ 0.8 | 22.3 | 0.3 | 102.7 | 11.2 | 0.1 | -2.8 | -14.8 | -2.9 | 102.9
S=c1nc(C23CC4CC(CC(C4)C2)C3)nc2sccn12
→ 0.9 | 6.7 | 10.0 | 98.7 | -8.7 | -0.3 | 14.1 | -14.4 | 0.9 | 93.5
COc1ccc(CC(=O)N2CCN(C(=O)Cc3ccc(OC)cc3)CC2)cc1
→ 0.9 | 7.0 | -2.1 | 98.2 | -7.0 | -0.2 | -1.8 | 6.5 | 1.9 | 105.2
COc1ccc(CN2CCN(CCCc3ccccc3)CC2)c(OC)c1
→ 0.8 | 17.6 | 5.7 | 88.6 | -9.6 | -0.2 | 7.5 | -19.8 | 10.5 | 100.6
Cc1ccc(NC(=O)CN2C(=O)N/C(=C/c3cc(C)n(-c4ccc(C(=O)O)cc4)c3C)C2=O)cc1
→ 1 | -4.1 | 4.8 | 101.6 | 3.8 | -0.4 | -1.3 | -10.9 | -2.1 | 99.3
Cc1cc(C)c(S(=O)(=O)Nc2ccc(O)cc2)cc1C
→ 0.9 | 11.3 | 14.8 | 93.1 | -13.7 | 0.1 | 3.6 | -3.4 | 7.5 | 89.4
O=C1OC2(CCCCC2)OC(=O)C1=CNc1nccs1
→ 0.9 | 14.5 | 5.1 | 101.3 | -3.3 | -0.2 | 7.2 | 10.2 | -3.2 | 99.4
COCCCNC(=S)N(Cc1cccnc1)Cc1ccc(OC)c(OC)c1
→ 1 | 2.4 | -14.6 | 100.8 | 6.9 | -0.2 | -8.8 | -8.0 | -0.9 | 109.8
CSc1nsc(SCC(=O)Nc2c(C)n(C)n(-c3ccccc3)c2=O)n1
→ 0.9 | 6.4 | 11.2 | 97.4 | -12.4 | -0.1 | 11.1 | 8.2 | 2.9 | 95.4
